Source: PubChem BioAssay
PrPC surface inh: reduces human prion protein on the cell surface; P04156; inhibition, % at 13.8 µM; cell surface PrPC, TR-FRET read-out; 370,000 tested, 0.43% active; AID 720596; in the data active means inhibition above about 24%; further: 0% = median of the test wells and 100% = reference compound wells
TcdB inh: blocks C. difficile toxin B glycohydrolase activity; P18177; 350,000 tested, 0.24% active; TcdB glycohydrolase enzymatic assay, plate reader; inhibition, % at 9.99 µM; in the data active means inhibition above about 10%
CCHF vOTU inh: blocks the CCHF virus ovarian tumor domain protease | CCHFV vOTU protease, Pep-AMC fluorescence | inhibition, % at 11.5 µM | AID 651958 | 370,000 tested, 0.55% active; in the data active means inhibition above about 30%; further: 0% = vehicle wells with enzyme and 100% = no enzyme wells
Starred values were filed as active, the others as inactive; & = joins results of further samples. A portion of the library; count on the stated rates, not on these rows.

Below each SMILES – PrPC surface inh, TcdB inh, CCHF vOTU inh
Nc1[nH]c(C(=O)c2ccccc2)c(-c2cccc(C(F)(F)F)c2)c1C(=O)c1c[nH]c2ccccc12
  9, 3.1, 7
O=C(/C=C1\OCc2ccccc21)c1ccccc1
  -5, 1.7, 20
O=C(NCc1ccccc1)C(c1ccc(-c2ccccc2)cc1)N1CCN(c2ccccc2F)CC1 (stereo unspecified)
  -6, 0.1, 5
Cc1cc(C)c2c(CN3CCN(c4ccccc4)CC3)cc(=O)oc2c1
  6, 1.0, -2
O=C1c2ccccc2C(c2nnnn2Cc2ccccc2)N1Cc1cccc(F)c1 (stereo unspecified)
  1&-1, 0.1&2.5, 5&11
CCCCNC(=O)C[C@H]1C[C@@]2(C(=O)OC)C(=C[C@H](C(C)C)O[C@@H]2C2CC2)N(Cc2ccccc2)C1=O
  -7, 1.4, 6
COc1ccc(C(=O)N2CCC[C@H]2C(=O)N2CCC[C@@H]2C(=O)NCc2ccccc2)cc1F
  5, 0.8, -12
CCC(C(=O)NC1CCCC1)n1c(-c2ccncc2)nc2ccccc21 (stereo unspecified)
  -7, -0.2, -8
COC(=O)[C@]12CCCCC=C1N(CCC1=CCCCC1)C(=O)[C@H](CC(=O)NCCc1ccccc1OC)C2
  -1, 0.7, 14
Cc1ccc(Cc2c(C3CCCCC3)nc3ccc(Br)cn23)cc1
  2, 0.3, 9
CC1=C(C(=O)N2CCCCCC2)CC(CC(=O)NC2CC2)C(=O)N1Cc1ccccc1 (stereo unspecified)
  -6, 1.4, 1
C#Cc1ccccc1OCCCN1CCC(C(O)(c2ccccc2)c2ccccc2)CC1
  -18, 3.9, 12
CCCC(C)C(=O)NC1CCCCN(C)C1=O (stereo unspecified)
  0, -0.1, -10
CC(=O)C1=CCC(c2ccccc2)N(S(=O)(=O)c2ccccc2)C1 (stereo unspecified)
  -7&2, 5.8&5.1, -13&-2
Nc1[nH]c(C(=O)c2ccc(Br)cc2)c(-c2ccc3ccccc3c2)c1C(=O)NCCc1c[nH]c2ccccc12
  -3, 0.2, 1
Cc1cc(C)c(CN2CCN(C(=O)Cn3cc(C)c(=O)[nH]c3=O)CC2)c(C)c1
  -3, 1.4, -5
COc1ccc(-c2cccc3c4c([nH]c23)[C@@H]2C[C@H]3[C@@H](C(=O)N2CC4)[C@H](C)ON3C)cc1
  -2, 1.6, -2
Oc1ccc(C[C@H]2CNC(=S)N2CC2CCCN2C[C@H](Cc2ccccc2)N2C[C@H](Cc3ccc(O)cc3)N(CC3CCCCC3)C2=S)cc1 (stereo partly specified)
  -8, 0.4, 13
O=C(Nc1ccc(C(=O)N2CCCCC2)cc1)[C@H]1O[C@@H](n2ccc(=O)[nH]c2=O)[C@H](O)[C@@H]1O
  3, -1.5, 16
C=CCN1[C@@H](CC(C)C)COc2cccc(NCCCN3CCOCC3)c2S1(=O)=O
  -5, 0.3, -2
COC(=O)/C=C1\OCc2cc(OC)c(OC)cc21
  -3, 0.8, 37*
CCc1cccc(Nc2cc(C)n(-c3cccc(CC)c3)c(=O)c2)c1
  9, 2.0, 3
COC(=O)[C@H](CC(C)C)NC(=O)CC[C@H]1O[C@@H](n2cc(C)c(=O)[nH]c2=O)C[C@@H]1O
  -1, 0.4, 2
COc1cccc(CNC(=O)[C@H]2CCCN2C(=O)[C@H]2CCCN2C(=O)c2ccc(Cl)cc2)c1
  3, 0.5, -5
COC(=O)C1=C(C)N(Cc2cccc(C(F)(F)F)c2)C(=NCc2ccc(OC)cc2)NC1c1cccc(C(F)(F)F)c1 (stereo unspecified)
  -7, 2.4, 23
CCOC(=O)[C@]12CCC=C1N(Cc1cccc3ccccc13)C(=O)[C@H](CC(=O)NCC13CC4CC(CC(C4)C1)C3)C2
  -3, -0.3, 13
O=C1NC[C@H](CCCCN2C[C@H](Cc3ccccc3)N(CCc3ccc(O)cc3)C(=O)C2=O)N(CC2CCCCC2)C1=O
  4, 3.3, 19
CC(=O)C[C@@H]1OC2CCCCC2N1S(=O)(=O)c1ccc(C)cc1 (stereo partly specified)
  -6, 0.4, -8
COc1ccc(OC)c(CN(CC(C)C)S(=O)(=O)c2ccccc2Br)c1
  6, -0.6, 6
Cc1noc(C)c1NC(=O)Nc1ccc2c(c1)C(=O)N([C@H](C)CO)C[C@H](C)[C@H](CN(C)Cc1ccncc1)OCCCC[C@@H](C)O2
  4, -0.5&0.2, -1
O=C(/C=C(\Nc1ccc(Cl)c(C(F)(F)F)c1)c1ccccc1)c1ccccc1
  3, 0.3, -2
COC(=O)[C@]12C[C@H](CC(=O)NCc3cccs3)C(=O)N(Cc3ccccc3)C1=C[C@H](C(C)(C)C)O[C@@H]2C
  7, 0.6, 20
Nc1[nH]c(C(=O)c2ccc(Br)cc2)c(-c2ccc(F)cc2)c1C(=O)NCCc1c[nH]c2ccccc12
  -5, -1.1, 19
O=C(NCc1ccccc1)[C@@H]1CCCN1C(=O)[C@H]1CCCN1C(=O)c1cccc2ccccc12
  2, 1.0, -3
Cc1ccc2c(c1)CCCO[C@]21O[C@H](CCO)C[C@H](O)[C@H]1O
  -2, 0.5, -2
Cc1ccc2nc(-c3ccc(CN4CCC(n5nnc6ccccc65)CC4)cc3)c(-c3ccccc3)nc2c1
  4, -0.6, -12
CC(C)CN1C(=O)CSCC1(C)C(=O)NC(C)C (stereo unspecified)
  -1, 2.6, -6
Cc1cccc(C)c1-n1nnnc1C1(C)CCC(=O)N1CCOc1ccccc1 (stereo unspecified)
  0, -0.3, -5
OC(c1ccccc1)(c1ccccc1)C1CCN(CCCOc2ccncc2)CC1
  -5, 0.9, -6
Fc1cccc(-c2ccc3c(c2)CN(C(=S)NCCc2ccccc2)Cc2cnnn2-3)c1
  0, 0.0, 27
CCO/C(C)=N/Oc1cnc2ccccc2c1
  -5, 0.6, -3
CN1C2(C)c3ccccc3C1(c1ccccc1)c1ccccc12
  13, 1.6, 10
Cc1nc(NC(=O)C(C)(C)C)sc1C(=O)Cn1cc(CCCC#N)nn1
  -18, 3.4, -1
CCCCCCCCN1C(=O)[C@H](CC(=O)NCc2cccc3ccccc23)C[C@@]2(C(=O)OCC)CCCC=C12
  -8, -0.1, 25
COC(=O)[C@]12CCCCC=C1N(CCc1ccc(OC)c(OC)c1)C(=O)[C@H](CC(=O)NCc1cccc(C(F)(F)F)c1)C2
  9, -9.4, 10
CCCCNC(=O)C(NC(=O)c1ccc(=O)[nH]c1)C(=O)c1ccccc1 (stereo unspecified)
  -8, -1.0, 1
CCC(C(=O)NC(C)(C)C)n1c(-c2ccc(C)cc2)nc2ccccc21 (stereo unspecified)
  6, 0.5, -4
CCCCCCCCN1C(=O)[C@@H](CC(=O)NCCCOCCCC)C[C@@]2(C(=O)OC)C1=C[C@H](C1CCCC1)O[C@@H]2C
  6, 0.9, 8
Cc1cccc(CN2CCN(C3CN(Cc4cn(Cc5ccc(F)cc5)nn4)S(=O)(=O)C3)CC2)c1 (stereo unspecified)
  -2, 0.4, 4
CCOC1=C2CN(S(=O)(=O)c3ccc(C)cc3)[C@H](c3cccc(Cl)c3)C[C@@H]2N(S(=O)(=O)c2ccccc2[N+](=O)[O-])[C@H](c2ccccc2)C1
  3, 0.9, -1

(listing goes on)
Below each SMILES – PrPC surface inh, TcdB inh, CCHF vOTU inh
CC(C)CNc1cccc2c1S(=O)(=O)N[C@H](CC(C)C)CO2
  -4, 1.7, 6
Cn1c(N)nc(N)c(NC=O)c1=O
  -6, 0.5, 6
COc1ccc(OC)c(S(=O)(=O)NCC2CCN(C(=O)C(=O)c3cc4ccccc4o3)CC2)c1
  -8, 0.8, 2
Cc1ccc(Cn2cc(CN3CC(N(C)C)CS3(=O)=O)nn2)cc1 (stereo unspecified)
  3, -0.6, 9
COc1ccc(C=NN(C)C(=O)Nc2cccc(Cl)c2)cc1OC
  -8, -0.6, 5
COC(=O)CCN(Cc1ccc(OC)cc1OC)S(=O)(=O)c1ccccc1Br
  7, 0.9, -3
CC1(c2nnnn2-c2ccc3c(c2)OCCO3)CCC(=O)N1CCCn1ccnc1 (stereo unspecified)
  -1, 1.1, -6
COc1ccc(-c2c(Sc3ccccc3)c3cc(-c4ccc(OC)c(F)c4)ccc3n2C)cc1
  -3, 1.2, 3
CCCCOCC1CN(CCCC)S(=O)(=O)c2c(cccc2Sc2ccc(OC)c(OC)c2)O1 (stereo unspecified)
  3, -6.3, 26
COC(=O)C1=C(C)N(Cc2ccccc2C(F)(F)F)C(=NCc2ccccc2)NC1c1ccc(C(F)(F)F)cc1 (stereo unspecified)
  12, 1.2, 10
Cc1ccc(S(=O)(=O)N2C[C@H]3[C@H]4C(=O)N(c5ccccc5)C(=O)[C@H]4CC(=O)[C@H]3[C@@H]2c2ccccc2)cc1
  8, 0.4, 8
CC(C)C[C@H]1CN(CCCC[C@H]2CNC(=O)C(=O)N2CCc2ccccc2)C(=O)C(=O)N1CCc1ccc(O)cc1
  -7, 1.6, 6
COc1cc2c(NCCCCCCO[N+](=O)[O-])ncnc2c(OC)c1OC
  9, -1.3, -5
CC(C)C[C@H]1COc2cccc(N3CCC[C@@H]3CO)c2S(=O)(=O)N1
  -1, 1.0, 9
CCOc1ccc(CCN2C(=O)C(=O)N([C@@H](CC(C)C)CN3CCC[C@H]3CN3C(=O)C(=O)NC[C@@H]3Cc3ccccc3)C[C@@H]2Cc2ccc(O)cc2)cc1
  16, -1.5, 16
O=C(Nc1c(F)c(F)c(F)c(F)c1F)OC[C@@H]1CSCCS(=O)(=O)N1
  4, 2.0, 3
Cc1cc(C)c2nc(-c3ccccc3)ccc2c1
  -6, -1.4, -7
COC(=O)c1cc2c(c3c4cc(C)ccc4n(S(=O)(=O)c4ccc(C)cc4)c13)C(=O)N(C)C2
  -1, 1.3, 13
O=C(NCCN1CCC2(CC1)C(=O)NCN2c1ccccc1)c1cccc(F)c1
  -5, 1.3, 5
CN(C(=O)[C@H]1O[C@@H](n2cnc(C(N)=O)n2)[C@H](O)[C@@H]1O)c1ccccc1
  4, 1.1, -4
COc1ccc(CN2C(=O)C(CC(=O)NCCc3ccccn3)CC(C(=O)N3CCOCC3)=C2C)cc1 (stereo unspecified)
  7, 1.4, -5
O=C(C(=O)N1CCCN(Cc2ccc(F)cc2)CC1)c1ccccc1
  -2, 1.4, 9
CCOC(=O)C1=NOC2(C1)C(=O)Nc1ccc(OC(F)(F)F)cc12 (stereo unspecified)
  3, 0.8, -5
CCOC(=O)C1=C[C@@H](c2ccccc2)N(S(=O)(=O)c2ccc(C)cc2)[C@H]1c1ccccc1Cl
  -4, 0.1, 8
COC(=O)CCCn1cc(CN2CC(N3CCN(C4CCN(C)CC4)CC3)CS2(=O)=O)nn1 (stereo unspecified)
  -8, -0.1, 14
Cc1[nH]nc2c1C(c1ccc(Br)cc1)NC2=O (stereo unspecified)
  5, 1.7, -10
C[C@@H]1CN([C@@H](C)CO)C(=O)CCCn2cc(nn2)CO[C@H]1CN(C)C(=O)Nc1cccc(Oc2ccccn2)c1
  -3, 0.4&0.1, 3
CC(=O)C1=CCC(c2ccc(Br)cc2)N(S(=O)(=O)c2ccc(C)cc2)C1 (stereo unspecified)
  3, 3.3, 0
CCCc1nc2c(C)cc(Br)cn2c1Cc1cccc(Cl)c1
  -5, -0.2, 11
COCCCN1C(=O)C(CC(=O)NCc2cccc3ccccc23)CC(C(=O)N(C(C)C)C(C)C)=C1C (stereo unspecified)
  -7, 1.8, 21

Reprinted at random: seven records from the list.
Below each SMILES – PrPC surface inh, TcdB inh, CCHF vOTU inh
O=C(NCc1ccccc1)C(c1ccc(-c2ccccc2)cc1)N1CCN(c2ccccc2F)CC1 (stereo unspecified)
  -6, 0.1, 5
COC(=O)[C@]12CCCCC=C1N(CCc1ccc(OC)c(OC)c1)C(=O)[C@H](CC(=O)NCc1cccc(C(F)(F)F)c1)C2
  9, -9.4, 10
COc1ccc(C=NN(C)C(=O)Nc2cccc(Cl)c2)cc1OC
  -8, -0.6, 5
COC(=O)[C@H](CC(C)C)NC(=O)CC[C@H]1O[C@@H](n2cc(C)c(=O)[nH]c2=O)C[C@@H]1O
  -1, 0.4, 2
CN1C2(C)c3ccccc3C1(c1ccccc1)c1ccccc12
  13, 1.6, 10
COc1ccc(OC)c(S(=O)(=O)NCC2CCN(C(=O)C(=O)c3cc4ccccc4o3)CC2)c1
  -8, 0.8, 2
CN(C(=O)[C@H]1O[C@@H](n2cnc(C(N)=O)n2)[C@H](O)[C@@H]1O)c1ccccc1
  4, 1.1, -4

More structures follow:
Below each SMILES – PrPC surface inh, TcdB inh, CCHF vOTU inh
CC(C)C[C@H]1COc2ccc(Cl)cc2S(=O)(=O)N1
  15, 0.4, 0
Cc1ccccc1S(=O)(=O)N1CCCc2nc(C)c(C)cc21
  -1, 11*, 1
O=C(NC1CCCCC1)c1nc(-c2c(F)cccc2F)oc1-c1ccccc1
  -5, 1.5, 6
Nc1[nH]c(C(=O)c2ccccc2)c(-c2ccc(Br)cc2)c1C(=O)c1cccs1
  3, -1.2, 10
C[C@H]1CN([C@@H](C)CO)C(=O)CCCn2nncc2CO[C@H]1CN(C)C(=O)Nc1cccc2ccccc12
  -1, 0.5&1.3, 13
N#Cc1ccc2nc(-c3ccc(CN4CCC(n5c(=O)[nH]c6cc(Cl)ccc65)CC4)cc3)c(-c3ccccc3)nc2c1
  -3, 0.8, 11
